KCNK3 inh – human KCNK3 channel inhibition, primary screen | O14649 | CHO-KCNK3 thallium flux, FluxOR fluorescence; stronger effect = lower value | B-score at 10 µM | 340,000 compounds, 0.84% hits;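 active means B-score under library mean minus 4 SD, starting fluorescence ratio at most library mean plus 5 SD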;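 further: more negative B-score means stronger inhibition of thallium flux through KCNK3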
Target sequence (O14649 whole entry, looked up): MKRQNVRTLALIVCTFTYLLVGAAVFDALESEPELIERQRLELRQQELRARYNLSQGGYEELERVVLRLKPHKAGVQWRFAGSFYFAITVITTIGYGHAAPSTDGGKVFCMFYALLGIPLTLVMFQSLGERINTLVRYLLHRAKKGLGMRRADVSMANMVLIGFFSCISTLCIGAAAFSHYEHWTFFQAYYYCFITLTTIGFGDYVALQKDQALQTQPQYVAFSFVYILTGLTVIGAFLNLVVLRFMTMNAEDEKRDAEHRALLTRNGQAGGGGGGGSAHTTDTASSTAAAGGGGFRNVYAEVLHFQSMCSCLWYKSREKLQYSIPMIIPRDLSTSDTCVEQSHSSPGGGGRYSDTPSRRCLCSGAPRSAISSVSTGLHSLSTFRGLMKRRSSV
Calls only; i = inactive.

SMILES	KCNK3 inh
COc1ccc2sc(-c3ccc(S(C)(=O)=O)cc3)c(C(=O)NCCCN3CCCC3=O)c2c1	i
CN(C(=O)c1cccc(NC(=O)Cc2cccc(NC(=O)C3CCCN(C(=O)C4CC4)C3)c2)c1)C1CC1 (stereo not drawn)	i
Cc1ccc(S(=O)(=O)N2[C@@H](c3ccc(C(C)C)cc3)C(C(=O)O)=C[C@H]2C(C)(C)C)cc1	i
CN(C)CCCNC(=O)C[C@H]1C[C@H](C(=O)N2CCCCC2)[C@@]2(CCc3ccccc3)c3[nH]c4ccc(Cl)cc4c3CCN2C1=O	i
COc1ccc2[nH]c3c(c2c1)CCN1C(=O)C(CC(=O)NCc2ccco2)C[C@H](C(=O)N2CCOCC2)[C@@]31CCC1CCCC1 (stereo partly drawn)	i
COc1ccc(C2CC(c3ccc(C(F)(F)F)cc3)=NN2c2ccc(S(N)(=O)=O)cc2)cc1 (stereo not drawn)	i
COc1ccc(CNCCS(=O)(=O)NC2CCCC2)cc1	i
Cc1ccc(C)c(N2CCN(C(=O)CCc3nc(-c4ccccc4F)no3)CC2)c1	i
CCCN=C1N(CC)C[C@@H]2[C@@H]3C(=O)N(C)C(=O)[C@@H]3[C@](C)(C(=O)OC)N12	i
COc1cc(C(C)=O)ccc1OCc1cn(CC(=O)c2ccc(O)cc2)nn1	i
CC(C)N(C(=O)[C@H]1C[C@H](CC(=O)NCCc2ccccn2)C(=O)N2CCc3c([nH]c4cc(-c5ccco5)ccc34)[C@]12C)C(C)C	i
O=C(NCCc1ccccc1)c1cccc(NC(=O)C2CCC2)c1	i
CN(C)CCCNC(=O)C[C@H]1C[C@H](C(=O)N2CCOCC2)[C@@]2(CCC3CCCC3)c3[nH]c4cc(CCC(=O)N(C)C)ccc4c3CCN2C1=O	i
CC(C)(C)c1ccc2c(c1)C(c1ccc3c(c1)OCO3)CC(=O)O2 (stereo not drawn)	i
CN(C(=O)c1cccc(NC(=O)Cc2cccc(NC(=O)C3CCN(C(=O)C4CCC4)CC3)c2)c1)C1CC1	i
COc1ccc([C@@H]2CC=C(C(=O)O)[C@H](c3ccc(C(C)(C)C)cc3)N2S(=O)(=O)c2ccc(C)cc2)cc1OC	i
CCOC(=O)C1=C(C)c2ccccc2N(S(=O)(=O)C(F)(F)F)C1C(=O)OCC (stereo not drawn)	i
CCCCN1CC(COCc2ccccc2)Oc2ccccc2S1(=O)=O (stereo not drawn)	i
Cc1ccc(OCC(=O)Nc2ccc3c(c2)ncn3C)cc1	i
COc1cc(OC)c2c(-c3cccc(-c4ccc(C(C)=O)cc4)c3)cc(=O)oc2c1	i
CCN(CC)C(=O)[C@H]1CC(CC(=O)NCCCN(C)C)C(=O)N2CCc3c([nH]c4ccc(OC)cc34)[C@]12C (stereo partly drawn)	i
Cc1ccccc1S(=O)(=O)N1C[C@H]2CON(C)[C@H]2C[C@H]1c1cccc(-c2ccccc2)c1	i
C[C@H](CO)N1C[C@H](C)[C@@H](CN(C)S(=O)(=O)c2ccc(F)cc2)Oc2ccc(NC(=O)NC3CCCCC3)cc2C1=O	i
CN1CC[C@@H]2C(=O)N3CCc4ccc(-c5ccc6c(c5)OCO6)cc4[C@@H]3C[C@@H]21	i
CCN(C[C@H]1N[C@@](C)(C(=O)OC)[C@H]2C(=O)N(Cc3ccccc3)C(=O)[C@@H]12)C(=O)c1ccc(C)cc1	i
Cc1cn(CC(=O)NCc2ccc3c(c2)OCO3)c(=O)[nH]c1=O	i
CCN(C[C@H]1N[C@@](CC)(C(=O)OC)[C@H]2C(=O)N(C)C(=O)[C@@H]12)C(=O)COc1ccccc1	i
CN(Cc1ccccc1)C(=O)c1ccc(NC(=O)Cc2ccc(NC(=O)C3CCCN(C(=O)C4CCCCC4)C3)cc2)cc1 (stereo not drawn)	i
O=C(Nc1ccc(C(=O)N2CCOCC2)cc1)C1CCC1	i
CC(C)(C)S(=O)N1Cc2cn(Cc3ccccc3)c(=O)cc2[C@@H]1CCO (stereo partly drawn)	i
COc1ccc2[nH]c3c(c2c1)CCN1C(=O)C(CC(=O)NC(C)(C)C)C[C@H](C(=O)N2CCCCC2)[C@@]31CCc1ccccc1 (stereo partly drawn)	i
COc1ccc2[nH]c3c(c2c1)CCN1C(=O)C(CC(=O)NCc2ccco2)C[C@H](C(=O)N2CCCCC2)[C@@]31CCc1ccccc1 (stereo partly drawn)	i
CCN(C[C@H]1N[C@@](Cc2ccccc2)(C(=O)OC)[C@H]2C(=O)N(C)C(=O)[C@@H]12)C(=O)c1ccc(C)cc1	i
CN(C(=O)c1ccc(NC(=O)Cc2ccc(NC(=O)C3CCN(C(=O)C4CCC4)CC3)cc2)cc1)C1CCCC1	i
CCCCNS(=O)(=O)CCNCc1ccccc1OC	i
CCCCNCCS(=O)(=O)NCc1ccccc1OC	i
O=C1NCCN(CC2CCN(CCc3ccc(Cl)c(Cl)c3)CC2)C1=O	i
CN(C)CCCNC(=O)C[C@H]1C[C@H](C(=O)N2CCCCC2)[C@@]2(CCc3ccccc3)c3[nH]c4cc(-c5ccco5)ccc4c3CCN2C1=O	i
COC(=O)[C@@]1(Cc2ccccc2)[C@H]2C(=O)N(Cc3ccccc3)C(=O)[C@H]2[C@H]2CN=C(SCc3ccc(C)cc3)N21	i
CCOC(=O)c1cc2c(c(CCO)n1)[C@@H](CCO)N(S(=O)C(C)(C)C)C2 (stereo partly drawn)	i
CCCCC[C@H](O)/C=C/C1C(=O)C=C[C@H]1C/C=C\CCCC(=O)OC (stereo partly drawn)	i
Clc1ccc2c(c1)C1CC2CCN1Cc1ccccc1 (stereo not drawn)	i
O=C(NCc1ccccc1)c1cccc(NC(=O)C2CCC2)c1	i
CN(CCCn1cnc2c(OCc3ccccc3)ncnc21)CCc1ccccn1	i
CC(C)C[C@@H](CN)NC(=O)c1nc[nH]c1C(=O)N[C@@H](C)C(=O)CNC[C@H](C)NC(=O)c1nc[nH]c1C(=O)N[C@@H](CC(=O)O)C(=O)O	i
Cc1ccc([C@H]2C(C(=O)O)=CC[C@@H](c3ccc4c(c3)OCO4)N2S(=O)(=O)c2ccc(C)cc2)cc1	i
COC(=O)[C@H](Cc1ccc(O)cc1)NCCCn1cnc(C(=O)Nc2ccc(C)c(C)c2)n1	i
CCCCCCCCNS(=O)(=O)CCNC1CCCCC1	i
C[C@H](CO)N1C[C@H](C)[C@@H](CN(C)C(=O)NC2CCCCC2)Oc2c(NC(=O)CCC(F)(F)F)cccc2C1=O	i
CCOC(=O)C1=CN(CC)S(=O)(=O)NC1c1ccc(F)c(Cl)c1 (stereo not drawn)	i
COCC(=O)N(C)[C@H]1C[C@H]2c3cc(N4CCN(C)CC4)ccc3CCN2C(=O)[C@H]1[C@H](C)O	i
CCN(C[C@H]1N[C@@](C)(C(=O)OC)[C@H]2C(=O)N(C)C(=O)[C@@H]12)C(=O)c1ccc(F)cc1	i
O=[N+]([O-])c1cccc(COc2cccc(CO)c2)c1	i
CC[C@]12c3[nH]c4ccc(Cl)cc4c3CCN1C(=O)[C@@H](CC(=O)NCc1ccc(OC)c(OC)c1)C[C@@H]2C(=O)N1CCN(C(=O)C2CC2)CC1	i
CC(=O)c1cc(C)c(OCc2cn(CC(=O)c3ccc(O)cc3)nn2)c(C)c1	i
CC(C)C[C@H]1CNC(=O)C(=O)N1CC1CCN(CCC(C)(C)C)CC1	i
O=C(NC1CC1)c1ccc(NC(=O)C2CCC2)cc1	i
O=C(C[C@H]1C[C@H](C(=O)N2CCOCC2)[C@@]2(CCC3CCCC3)c3[nH]c4cc(-c5ccco5)ccc4c3CCN2C1=O)NCCCn1ccnc1	i
O=C(Nc1ccc(C(=O)N2CCOCC2)cc1)C1CC1	i
Cc1ccc(NC(=O)c2ncn(CC(=O)NCc3ccccc3)n2)cc1C	i
Further entries
SMILES	KCNK3 inh
CC(C)C[C@@H](CNCC(=O)[C@H](CC(=O)O)NC(=O)c1[nH]cnc1C(=O)N[C@H](CN)CC(C)C)NC(=O)c1nc[nH]c1C(=O)N[C@@H](C)C(=O)O	i
O=C(Cn1cnc2c(NCc3ccccc3)ncnc21)NCc1ccccn1	i
C=C1[C@H](C)CN[C@H]1CCO	i
CCCCNS(=O)(=O)CCNCCc1ccccc1	i
CCN(CC)C(=O)[C@H]1C[C@H](CC(=O)NCc2ccc(OC)c(OC)c2)C(=O)N2CCc3c([nH]c4cc(-c5ccco5)ccc34)[C@]12C	i
O=C1CCCC2=C1CC(C(=O)OCc1ccccc1)C(=O)N2Cc1ccccc1 (stereo not drawn)	i
O=C(Cc1cccc(NC(=O)C2CCN(C(=O)C3CC3)CC2)c1)Nc1cccc(C(=O)N2CCCCC2)c1	i
CC(C)C[C@@H](CN1CCCC1CN1C(=S)NC[C@@H]1Cc1ccc(O)cc1)N1C[C@H](Cc2ccc(O)cc2)N(CC2CCCCCC2)C1=S (stereo partly drawn)	i
COC(=O)c1ccc2c(c1)c(C#Cc1ccccc1)c(-c1ccccc1)n2C	i
COc1ccc(C2/C=C\CC(OCc3ccccc3)CC(=O)N2Cc2cccc(F)c2)cc1 (stereo not drawn)	i
CC(C)C[C@H]1CNC(=S)N1CC1CCCN1C[C@H](CC(C)C)N1C[C@H](Cc2ccc(O)cc2)N(CC2CCCCCC2)C1=S (stereo partly drawn)	i
O=C(Cc1cccc(NC(=O)C2CCCN(C(=O)c3ccccc3)C2)c1)Nc1ccc(C(=O)N2CCCCC2)cc1 (stereo not drawn)	i
CC[C@]12c3[nH]c4ccc(OC)cc4c3CCN1C(=O)C(CC(=O)NCCCN(C)C)C[C@@H]2C(=O)N1CCN(C(=O)C2CC2)CC1 (stereo partly drawn)	i
CCN(CCc1ccccc1)c1ccc2c(c1)C1CC2CCN1C(=O)OCc1ccccc1 (stereo not drawn)	i
CCOC(=O)C1=CN(Cc2cccc(F)c2)S(=O)(=O)N(CC)C1c1ccc(Br)cc1F (stereo not drawn)	i
O=C(NC1CC1)c1cccc(NC(=O)C2CCCC2)c1	i
CN(C(=O)c1cccc(NC(=O)Cc2ccc(NC(=O)C3CCCN(C(=O)C4CCCC4)C3)cc2)c1)C1CC1 (stereo not drawn)	i
CC[C@]12c3[nH]c4cc(CCC(=O)N(C)C)ccc4c3CCN1C(=O)[C@@H](CC(=O)NCCc1ccccn1)C[C@@H]2C(=O)N1CCN(C(=O)C2CC2)CC1	i
Cc1ccc(S(=O)(=O)N2[C@@H](c3ccc(Cl)cc3)C(C(=O)O)=C[C@H]2CC2CCCC2)cc1	i
Cc1ccc(S(=O)(=O)N2C[C@@H]3[C@H]4CC[C@H](C4)[C@@H]3[C@@H](C)[C@@H]2C2CCCCC2=O)cc1 (stereo partly drawn)	i
CCCC[C@@H]1C=C(C(=O)O)[C@H](c2ccc(Br)cc2)N1S(=O)(=O)c1ccc(C)cc1	i
COC(=O)[C@H](C(C)C)N(Cc1ccccc1)S(=O)(=O)CCN1CCCC1	i
CCCCN1C(=O)C(C#N)CC2=C1CC(C)(C)CC2=O (stereo not drawn)	i
CCN(C[C@H]1N[C@@](Cc2ccccc2)(C(=O)OC)[C@H]2C(=O)N(Cc3ccccc3)C(=O)[C@@H]12)C(=O)COC	i
O=C(Nc1cccc(C(=O)NC2CC2)c1)c1ccccc1	i
C[C@H](O)[C@@H]1C(=O)N2CCc3ccc(-c4cccc(F)c4)cc3[C@@H]2C[C@@H]1N(C)S(=O)(=O)c1ccccc1	i
CC(C)C[C@@H](CN)NC(=O)c1nc[nH]c1C(=O)N[C@@H](Cc1c[nH]c2ccccc12)C(=O)CNC[C@H](C)NC(=O)c1nc[nH]c1C(=O)N[C@@H](CC(=O)O)C(=O)O	i
COc1ccc(CN(CCC(C)C)S(=O)(=O)c2ccccc2Br)c(OC)c1	i
COc1ccc2[nH]c3c(c2c1)CCN1C(=O)C(CC(=O)NC/C=C(\C)CCC=C(C)C)C[C@H](C(=O)N2CCOCC2)[C@@]31CCC1CCCC1 (stereo partly drawn)	i
CN(C(=O)c1ccc(NC(=O)Cc2cccc(NC(=O)C3CCN(C(=O)C4CCCC4)CC3)c2)cc1)C1CC1	i
COc1ccc2[nH]c3c(c2c1)CCN1C(=O)C(CC(=O)NCC24CC5CC(CC(C5)C2)C4)C[C@H](C(=O)N(C(C)C)C(C)C)[C@@]31C (stereo partly drawn)	i
O=S(=O)(CCNCCc1ccccc1)NCc1ccccc1	i
CN(C(=O)c1ccc(NC(=O)Cc2ccc(NC(=O)C3CCCN(C(=O)C4CCCCC4)C3)cc2)cc1)C1CCCC1 (stereo not drawn)	i
CC(C)(C)OC(=O)N(CCc1ccccc1)Cc1ccccc1OCc1cccc(NC(=O)C2CC2)c1	i

Ordered by number of heavy atoms (lowest first): part of the list above
SMILES	KCNK3 inh
CCCCN1C(=O)C(C#N)CC2=C1CC(C)(C)CC2=O (stereo not drawn)	i
O=C(Nc1cccc(C(=O)NC2CC2)c1)c1ccccc1	i
O=S(=O)(CCNCCc1ccccc1)NCc1ccccc1	i
COc1ccc(CN(CCC(C)C)S(=O)(=O)c2ccccc2Br)c(OC)c1	i
CCCC[C@@H]1C=C(C(=O)O)[C@H](c2ccc(Br)cc2)N1S(=O)(=O)c1ccc(C)cc1	i
Cc1ccc(S(=O)(=O)N2[C@@H](c3ccc(Cl)cc3)C(C(=O)O)=C[C@H]2CC2CCCC2)cc1	i
C[C@H](O)[C@@H]1C(=O)N2CCc3ccc(-c4cccc(F)c4)cc3[C@@H]2C[C@@H]1N(C)S(=O)(=O)c1ccccc1	i
CC(C)(C)OC(=O)N(CCc1ccccc1)Cc1ccccc1OCc1cccc(NC(=O)C2CC2)c1	i
CN(C(=O)c1ccc(NC(=O)Cc2cccc(NC(=O)C3CCN(C(=O)C4CCCC4)CC3)c2)cc1)C1CC1	i
CN(C(=O)c1ccc(NC(=O)Cc2ccc(NC(=O)C3CCCN(C(=O)C4CCCCC4)C3)cc2)cc1)C1CCCC1 (stereo not drawn)	i
COc1ccc2[nH]c3c(c2c1)CCN1C(=O)C(CC(=O)NCC24CC5CC(CC(C5)C2)C4)C[C@H](C(=O)N(C(C)C)C(C)C)[C@@]31C (stereo partly drawn)	i
COc1ccc2[nH]c3c(c2c1)CCN1C(=O)C(CC(=O)NC/C=C(\C)CCC=C(C)C)C[C@H](C(=O)N2CCOCC2)[C@@]31CCC1CCCC1 (stereo partly drawn)	i
CC(C)C[C@@H](CN)NC(=O)c1nc[nH]c1C(=O)N[C@@H](Cc1c[nH]c2ccccc12)C(=O)CNC[C@H](C)NC(=O)c1nc[nH]c1C(=O)N[C@@H](CC(=O)O)C(=O)O	i

Bioassay records (PubChem BioAssay)

These rows are one share of the data (hit frequency here may not be typical).
